Pax4 mRNA alpha TC1 = Pax4 mRNA upregulation in alpha cells – RT-PCR, mouse alpha TC1 cells, single point, primary screen (AID 1053180); mouse alpha TC1 cells, Pax4 mRNA qPCR, 6 days; stronger effect = higher value; 100% = Pax4 plasmid added at qPCR; activation, % at 10 µM; hit rate 0.2% among 9,600;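 active = highest normalized replicate activity of 15 or more, or at least half the replicates reach 15 or more; inactive = neither condition met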;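 also: pax4 Ct normalized to GAPDH with activation seen as lower delta delta Ct; plate controls were plate neutral control wells for no effect and Pax4 plasmid positive control for full effect; each compound tested in two replicate wells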
YAP1 CTGF inhibition = reduction of CTGF mRNA in DLD1 cells – DLD1 colon cancer cells, RT-qPCR, single point, primary screen (AID 743449) | DLD1 CTGF mRNA qPCR, 24 h; stronger effect = higher value | inhibition, % at 12.5 µM | hit rate 0.9% among 9,900;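 active = mean normalized replicate activity at least 50 and at least half of replicates each reaching 50; inconclusive = only one of the two criteria met; inactive = neither criterion met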;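 also: 0% = neutral control wells and 100% = dasatinib control wells; higher means stronger suppression of CTGF expression like dasatinib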
Starred values were filed as active, the others as inactive; ? = inconclusive; · = not tested or not shown; & = joins results of further samples. An excerpt (hit frequency here may not be typical).

Values run as follows: Pax4 mRNA alpha TC1, YAP1 CTGF inhibition
1	CNC(=O)C[C@@H]1CC[C@H]2[C@H](COc3ccc(NS(=O)(=O)c4ccc(F)cc4)cc3C(=O)N2C)O1
→ 0.0, -28
2	O=C(C[C@@H]1CC[C@H]2NC[C@H](O)COC[C@@H]2O1)N1CCc2ccccc2C1
→ 0.0, -17
3	COc1ccc2c3c([nH]c2c1)[C@@H](CO)N(C(=O)CC1CC1)CC31CCN(C(=O)c2ccccc2)CC1
→ 0.0, -18
4	CCC(=O)N1[C@@H](CO)[C@@H](c2ccccc2)C12CN(C(=O)Nc1ccccc1F)C2
→ ·, 5
5	C[C@@H]1CCCCO[C@H](CN(C)S(=O)(=O)c2cn(C)cn2)[C@@H](C)CN([C@H](C)CO)C(=O)c2cc(N(C)C)ccc2O1
→ 0.0, 21
6	C[C@@H]1CN([C@@H](C)CO)C(=O)c2cc(-c3ccncc3)cnc2O[C@H]1CN(C)C(=O)CN1CCOCC1
→ 0.0, 9
7	CNC(=O)C[C@H]1CC[C@H]2[C@@H](COC[C@@H](O)CN2Cc2ccccc2F)O1
→ 0.0, -7
8	Cc1ccccc1-c1cnc2c(c1)C(=O)N([C@H](C)CO)C[C@@H](C)[C@@H](CN(C)Cc1ccccc1F)O2
→ 0.1, 35
9	Cc1nn(C)cc1NC(=O)C[C@@H]1CC[C@H]2[C@@H](COc3ccc(NC(=O)C4CCOCC4)cc3C(=O)N2C)O1
→ 0.0, -21
10	CNC[C@@H]1Oc2c(N)cccc2C(=O)N([C@H](C)CO)C[C@@H]1C
→ 0.0, -25
11	C[C@@H]1CCCCO[C@H](CN(C)C(=O)NC2CCCCC2)[C@H](C)CN([C@H](C)CO)C(=O)c2cc(N(C)C)ccc2O1
→ 0.0, -45
12	COc1cccc(NC(=O)N2C[C@@H](O)COC[C@@H]3O[C@H](CC(=O)N(C)C)CC[C@H]32)c1
→ 0.0, -6
13	C[C@H](CO)N1C[C@H](C)[C@H](CN(C)CC2CCCCC2)OCCCC[C@H](C)Oc2ccc(NS(C)(=O)=O)cc2C1=O
→ 0.0, -28
14	CN1CCN(C(=O)c2cc3c(c(-c4cccc(-c5cccnc5)c4)n2)[C@H](CCO)N(C(=O)CC2CC2)C3)CC1
→ 0.0, 20
15	C[C@@H]1CCCCO[C@H](CN(C)CC2CC2)[C@H](C)CN([C@H](C)CO)C(=O)c2cc(NC(=O)c3ccccc3)ccc2O1
→ 0.0, 2
16	CN(C)CC(=O)N1CC2(C1)[C@@H](c1ccccc1)[C@@H](CO)N2Cc1cc(F)ccc1F
→ ·, 1
17	O=C(C[C@H]1CC[C@H]2NC[C@@H](O)COC[C@@H]2O1)NC1Cc2ccccc2C1
→ 0.0, 3
18	CC(C)(C)S(=O)N1Cc2cc(C(=O)NCc3ccc4c(c3)OCO4)nc(-c3cccc(-c4cc5ccccc5o4)c3)c2[C@H]1CCO (stereo partly drawn)
→ 0.0, 21
19	CO[C@H](CN(C)Cc1ccc2c(c1)OCO2)[C@@H](C)CN(C(=O)c1ccccc1)[C@@H](C)CO
→ 0.0, -20
20	C[C@H](CO)N1C[C@H](C)[C@@H](CN(C)C(=O)NC2CCCCC2)OCc2ccccc2-c2c(n(C)c3ccccc23)C1=O
→ 0.0, -19
21	Cc1noc(C)c1S(=O)(=O)N(C)C[C@@H]1Oc2c(NS(=O)(=O)c3cn(C)cn3)cccc2C(=O)N([C@@H](C)CO)C[C@@H]1C
→ 0.0, 13
22	O=C(C[C@H]1C[C@H]2c3cc(NS(=O)(=O)c4ccc(F)cc4)ccc3O[C@H]2[C@@H](CO)O1)NCc1cccnc1
→ 0.0, -42
23	C[C@H](O)C#Cc1ccc([C@H]2[C@@H](CO)N3CCCCN(C(=O)c4ccc5c(c4)OCO5)C[C@H]23)cc1
→ 0.0, -5
24	O=C(Cc1ccccc1)N1CC[C@@H]2[C@H](CO)Nc3ccc(C#Cc4cccc(F)c4)cc3[C@@H]21
→ 0.0, 10
25	CN1C(=O)c2cc(NS(=O)(=O)c3ccccc3Cl)ccc2OC[C@H]2O[C@@H](CC(=O)Nc3cc(F)ccc3F)CC[C@@H]21
→ 0.0, 16
26	O=C(C[C@@H]1CC[C@@H]2[C@H](COC[C@H](O)CN2C(=O)c2ccncc2)O1)NCc1cc(F)cc(F)c1
→ 0.0, 1
27	O=C(c1ccncc1)N1CC2(C1)[C@H](c1ccccc1)[C@H](CO)N2CC1CC1
→ ·, -13
28	Cc1noc(C)c1NC(=O)N(C)C[C@@H]1Oc2cc(C#CCN(C)C)ccc2S(=O)(=O)N([C@@H](C)CO)C[C@H]1C
→ 0.0, -20
29	Cc1ccccc1S(=O)(=O)Nc1ccc2c(c1)C(=O)N(C)[C@H]1CC[C@@H](CC(=O)O)O[C@H]1CO2
→ 0.0, 1
30	CCCNC(=O)N1[C@@H](C#N)[C@H](c2ccc(-c3ccccc3F)cc2)[C@@H]1CO
→ 0.0, 1
31	CC(C)[C@@H]1COCn2nncc2CCCC(=O)N1
→ 0.0, -38
32	C[C@@H]1CN([C@@H](C)CO)S(=O)(=O)c2ccc(C#CCC3CCCC3)cc2O[C@H]1CN(C)C(=O)c1cnccn1
→ 0.0, 38
33	O=C(C[C@H]1CC[C@H]2[C@@H](COC[C@@H](O)CN2C(=O)c2ccccc2F)O1)NCc1ccc(Cl)c(Cl)c1
→ 0.0, -5
34	C[C@@H]1CCCCO[C@@H](CN(C)Cc2ccc(C(F)(F)F)cc2)[C@@H](C)CN([C@@H](C)CO)C(=O)c2cc(NC(=O)Nc3cccc4ccccc34)ccc2O1
→ 0.0, 3
35	CC(C)C[C@H]1COCc2cn(nn2)CC[C@H](C)C(=O)N1
→ 0.0, -20
36	CO[C@H]1CN(C)C(=O)c2cc(NC(=O)c3ccc(Oc4ccccc4)cc3)ccc2OC[C@@H](C)NC[C@H]1C
→ 0.0, -52
37	CNC(=O)C[C@H]1CC[C@H]2[C@H](COc3ccc(NS(=O)(=O)c4ccc(F)cc4)cc3C(=O)N2C)O1
→ 0.0, -14
38	C[C@H](CO)N1C[C@H](C)[C@H](CN(C)C(=O)Nc2cccc(C(F)(F)F)c2)OCc2cn(nn2)CCCC1=O
→ 0.0, 1
39	CC(C)NC(=O)N1CC[C@H]2[C@@H]1c1cc(C#Cc3ccccc3)ccc1N(C)[C@H]2CO
→ 0.0, -12
40	O=C(C[C@@H]1CC[C@H]2[C@@H](COC[C@@H](O)CN2C(=O)Nc2ccccc2)O1)NCc1ccccc1F
→ 0.0, -22
41	CN(C[C@@H]1[C@@H](c2ccccc2)[C@@H](CO)N1Cc1ccccn1)S(C)(=O)=O
→ 0.0, ?
42	CCCNC(=O)N1CC2(C1)CN(Cc1ccc(F)cc1)[C@H](CO)c1[nH]c3cc(OC)ccc3c12
→ 0.0, -28
43	C[C@@H]1CN([C@@H](C)CO)C(=O)CCCn2nncc2CO[C@@H]1CN(C)Cc1ccc2cccnc2c1
→ 0.0, 2
44	C[C@@H]1CN([C@H](C)CO)C(=O)c2cc(-c3cccc(C#N)c3)cnc2O[C@H]1CN(C)C(=O)C1CCOCC1
→ 0.0, 2
45	CC(C)[C@@H]1CCc2cnnn2COC[C@H](Cc2ccccc2)NC1=O
→ 0.0, 10
46	COC(=O)C[C@H]1CC[C@@H]2[C@@H](COc3ccc(NC(=O)Nc4c(C)noc4C)cc3C(=O)N2C)O1
→ 0.0, 2
47	O=S(=O)(c1ccc(F)cc1)N1CCCCN2[C@H](CO)[C@@H](c3ccc(-c4cncnc4)cc3)[C@H]2C1
→ 0.0, 9
48	C/C=C/c1ccc([C@H]2[C@@H](CN(C)C(C)=O)N(C(=O)NC(C)C)[C@H]2CO)cc1
→ 0.0, -29
49	C[C@H](CO)N1C[C@H](C)[C@H](CN(C)C(=O)Nc2cccc(Oc3ccccn3)c2)OCc2cnnn2CCCC1=O
→ 0.0, ?
50	O=C(C[C@@H]1CC[C@@H]2[C@H](COC[C@@H](O)CN2S(=O)(=O)c2cccc(Cl)c2)O1)N1CCOCC1
→ 0.0, 5
51	O=C(Nc1ccc(F)cc1)N1[C@@H]2CNc3ccccc3[C@@H]2[C@@H]1CO
→ 0.0, -3
52	N#C[C@H]1[C@@H](c2ccc(C3=CCCCC3)cc2)[C@H](CO)N1S(=O)(=O)c1ccccc1
→ 0.0, -152
53	CO[C@@H]1CN(C)C(=O)c2cc(NS(C)(=O)=O)ccc2OC[C@H](C)N(Cc2cncnc2)C[C@@H]1C
→ 0.0, -24
54	CCCNC(=O)N1CC(=O)N2[C@@H](CO)[C@H](c3ccc(C#CCC4CCCC4)cc3)[C@@H]2C1
→ 0.0, 4
55	COCC(=O)N1CC(=O)N2[C@H](C1)[C@H](c1ccc(-c3ccccc3F)cc1)[C@@H]2CO
→ 0.0, -3
56	CC=Cc1ccc2n(c1=O)C[C@@H]1[C@@H](CO)[C@H](C(=O)N[C@@H](C)c3ccccc3)[C@H]2N1Cc1cncnc1 (mixture of isomers)
→ 0.0, -1
57	CO[C@@H]1CN(C)C(=O)c2ccc(NC(C)=O)cc2OC[C@H](C)N(Cc2cccc(F)c2)C[C@H]1C
→ 0.0, 7
58	COc1ccccc1C#Cc1ccc([C@H]2[C@H](C#N)N(C(=O)C3CCC3)[C@H]2CO)cc1
→ 0.0, -56
59	O=C1N[C@H](c2ccccc2)COCc2cn(nn2)CC[C@@H]1Cc1ccc(C(F)(F)F)cc1
→ 0.0, 2
60	O=C(C[C@H]1C[C@@H]2c3cc(NS(=O)(=O)c4ccccc4)ccc3O[C@@H]2[C@H](CO)O1)N1CCOCC1
→ 0.0, -16

Random excerpt: 5 compounds from above.
Values run as follows: Pax4 mRNA alpha TC1, YAP1 CTGF inhibition
49	C[C@H](CO)N1C[C@H](C)[C@H](CN(C)C(=O)Nc2cccc(Oc3ccccn3)c2)OCc2cnnn2CCCC1=O
→ 0.0, ?
42	CCCNC(=O)N1CC2(C1)CN(Cc1ccc(F)cc1)[C@H](CO)c1[nH]c3cc(OC)ccc3c12
→ 0.0, -28
50	O=C(C[C@@H]1CC[C@@H]2[C@H](COC[C@@H](O)CN2S(=O)(=O)c2cccc(Cl)c2)O1)N1CCOCC1
→ 0.0, 5
51	O=C(Nc1ccc(F)cc1)N1[C@@H]2CNc3ccccc3[C@@H]2[C@@H]1CO
→ 0.0, -3
55	COCC(=O)N1CC(=O)N2[C@H](C1)[C@H](c1ccc(-c3ccccc3F)cc1)[C@@H]2CO
→ 0.0, -3

Later entries
Values run as follows: Pax4 mRNA alpha TC1, YAP1 CTGF inhibition
61	C/C=C/c1ccc([C@H]2[C@@H](CNC(=O)CC3CC3)N(C(=O)CC)[C@H]2CO)cc1
→ 0.0, -13
62	COc1ccc(-c2ccc3c(c2)[C@H]2[C@H](CCN2C(=O)c2cccc(F)c2)[C@H](CO)N3)cc1
→ 0.0, -41
63	CC=Cc1ccc2n(c1=O)C[C@@H]1N[C@H]2[C@H](C(=O)NC2CCCC2)[C@H]1CO (mixture of isomers)
→ 0.0, -21
64	C/C=C/c1ccc([C@@H]2[C@H](CO)N[C@H]2CNS(=O)(=O)c2ccccc2)cc1
→ 0.0, 20
65	C[C@H](CO)N1C[C@H](C)[C@H](CN(C)S(=O)(=O)c2cn(C)cn2)Oc2ccc(NC(=O)C3CC3)cc2CC1=O
→ 0.0, 3
66	COc1ccc2c3c(n(C)c2c1)[C@@H](CO)N(C(=O)NC(C)C)CC31CCN(Cc2nccs2)CC1
→ 0.0, -13
67	C[C@@H](O)C#Cc1ccc([C@H]2[C@@H](CO)N3CCCCN(C(=O)c4ccc5c(c4)OCO5)C[C@H]23)cc1
→ 0.0, 15
68	O=C(NCC[C@H]1CC[C@@H](NC(=O)c2ccncc2)[C@H](CO)O1)Nc1ccc(Cl)cc1
→ 0.0, 10
69	CCc1nc(N2[C@H](C#N)[C@@H](c3ccccc3-c3ccccc3C)[C@H]2CO)sc1C
→ 0.0, -2
70	C[C@H](CO)N1C[C@H](C)[C@H](CN(C)C(=O)Nc2ccnc(N3CCOCC3)c2)OCc2ccccc2-c2ccccc2C1=O
→ 0.0, 36
71	CO[C@@H]1CN(C)C(=O)c2ccc(NC(=O)c3ccccc3F)cc2OC[C@@H](C)N(C)C[C@@H]1C
→ 0.0, -23
72	O=C(Nc1ccc(F)cc1)N1CC(=O)N2[C@@H](CO)[C@@H](c3ccc(C4=CCCC4)cc3)[C@@H]2C1
→ 0.0, 5
73	CO[C@H]1CN(C)C(=O)c2ccc(NC(C)=O)cc2OC[C@H](C)N(C(=O)c2cnccn2)C[C@@H]1C
→ 0.0, -23
74	C[C@@H](NC(=O)C[C@@H]1CC[C@@H]2[C@@H](COc3ccc(NC(=O)C4CCOCC4)cc3C(=O)N2C)O1)c1ccccc1
→ 0.0, -26
75	C[C@@H]1CN([C@@H](C)CO)C(=O)c2cc(N(C)C)ccc2O[C@@H](C)CCCCO[C@@H]1CN(C)C(=O)NC1CCCCC1
→ 0.0, 0
76	CO[C@@H](C(=O)N(C)C[C@@H]1OCc2ccccc2-c2ccccc2C(=O)N([C@H](C)CO)C[C@H]1C)c1ccccc1
→ 0.1, -22
77	COC(=O)C[C@H]1C[C@H]2c3cc(N)ccc3O[C@H]2[C@@H](CO)O1
→ 0.0, -33
78	C[C@H](CO)N1C[C@H](C)[C@@H](CN(C)S(C)(=O)=O)Oc2c(NC(=O)Nc3ccc4c(c3)OCO4)cccc2C1=O
→ 0.0, 1
79	COc1ccccc1NC(=O)N1C[C@@H]2N[C@H](C1)C2c1ccc(-c2cccc(C#N)c2)cc1 (stereo partly drawn)
→ 0.2&0.0, -22

High-throughput results: PubChem, Broad Institute
